Screens as filed in PubChem BioAssay.
EPAC1 antagonist – qHTS for Antagonist of cAMP-regulated guanine nucleotide exchange factor 3 (EPAC1): primary screen; Rap guanine nucleotide exchange factor 3 (Homo sapiens), O95398; EPAC1 GEF assay, Rap1b-BODIPY-GDP exchange fluorescence; Potency, µM (series often up to 115 µM), for inactives: at the highest dose activity change, negative = inhibition, hits mostly inhibitors; 360,000 tested, 0.14% active;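 note: plate controls were vehicle for no effect and positive control for full effect; nearly all actives have a fitted effect of over 50% in size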
aSyn yeast inh – qHTS of alpha-syn Inhibitors; Yeast expressing alpha-synuclein, growth rescue, BacTiter-Glo, 24 h; Potency, µM (doses to about 46.1 µM), inactives show at the top dose growth rescue (activation), actives largely listed as activators; 370,000 tested, 0.14% active; AID 652106, 2013; note: % of control where 0% means no effect; nearly all actives have a fitted effect of over 65% in size
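Rescue of yeast growth: cells expressing toxic alpha-synuclein, induced in galactose at OD600 0.02, incubated with compound 24 h at 30 C. ATP luminescence quantified growth; inhibitors of toxicity appear as activators.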
EPAC1 ag – qHTS for Agonist of cAMP-regulated guanine nucleotide exchange factor 3 (EPAC1): primary screen | EPAC1 agonist qHTS, biochemical assay; response scale: 100% = response to 6.5 mM cAMP | Potency, µM (series often up to 154 µM), for the others: at the top dose activation, hits mostly activators | 360,000 tested, 0.073% active | AID 720707, 2013; note: nearly all actives have a fitted effect of over 60% in size
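Normalized to 6.5 mM cAMP, activity reflects EPAC1-catalysed release of BODIPY-GDP from Rap1B, followed kinetically over 30 min at 480 nm excitation, 540 nm emission. Reaction contained 100 nM EPAC1, 250 nM Rap1B-BODIPY-GDP, 50 uM GDP.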
TDP-43 yeast inh – qHTS of TDP-43 Inhibitors. TDP-43 expressing yeast growth rescue, BacTiter-Glo, 24 h. Potency, µM (top dose mostly 46.1 µM), for inactives: top-dose growth rescue (activation), most hits filed as activators. 410,000 tested, 1.8% active. AID 652104, 2013; note: % of control where 0% means no effect; nearly all actives have a fitted effect of over 50% in size
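Galactose-induced TDP-43 yeast, OD600=0.02, compound pinned; 24 hr, 30 deg C; BacTiter-Glo luminescence for growth. Inhibitors of TDP-43 toxicity read as activators.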
FUS yeast rescue – qHTS for Suppressors of FUS Proteinopathy: Primary screen using FUS-linked yeast assay. S. cerevisiae FUS-expressing, growth rescue, OD600, 24 h. Potency, µM (top dose mostly 76.6 µM), without a hit: top-dose growth rescue (activation), most hits filed as activators. 390,000 tested, 0.24% active;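 note: plate controls were DMSO vehicle for no effect and reference control for full effect; nearly all actives have a fitted effect of over 55% in size; some results filed as inactive show a strong effect at the top dose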
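Yeast FUS proteinopathy model; galactose-induced FUS (2%), starting OD 0.005. Cpds in dilution series, 24hr, 30C, 99% humidity. Abs 600 nm growth. Pos ctrl CP55940 (top 92uM final); neg ctrl DMSO.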
EPAC2 agonist – qHTS for Agonist of cAMP-regulated guanine nucleotide exchange factor 4 (EPAC2): primary screen. 360,000 tested, 0.079% active. EPAC2 activation, biochemical qHTS; response scale: 100% = 6.5 mM cAMP response. Rap guanine nucleotide exchange factor 4 (Homo sapiens), Q8WZA2. Potency, µM (top dose mostly 154 µM), for the others: at the top dose activation, most hits filed as activators; note: nearly all actives have a fitted effect of over 50% in size
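Nucleotide exchange monitored as fluorescence drop when BODIPY-GDP leaves Rap1B. Reaction: 100 nM EPAC2, 250 nM RAP1B-BODIPY-GDP, 50 uM GDP, room temperature, kinetic read over 30 min. Activity expressed relative to 6.5 mM cAMP.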
EPAC2 antag – qHTS for Antagonist of cAMP-regulated guanine nucleotide exchange factor 2 (EPAC2): primary screen | Potency, µM (titrated, usually from 114 µM), without a hit: at the top dose activity, negative = inhibition, actives largely listed as inhibitors | EPAC2 GEF exchange of Rap1B-BODIPY-GDP, fluorescence | 360,000 tested, 0.18% active; note: % is set by controls: 0 for no effect and ±100 for the full control effect; nearly all actives have a fitted effect of over 45% in size; many of its hits are not listed in these tables
PTHR1 agonist – qHTS for PTHR1 Agonists: Primary Screen; HEK293 GP2 PTHR1 cells, GloSensor cAMP luminescence, 1 h; AID 743266, 2014; Potency, µM (top dose mostly 115 µM), without a hit: at the highest dose activation, most hits filed as activators; 410,000 tested, 0.075% active; Parathyroid hormone/parathyroid hormone-related peptide receptor (Homo sapiens), Q03431; note: nearly all actives have a fitted effect of over 55% in size; some results filed as inactive show a strong effect at the top dose; inactives centre near -15; many of its hits are not listed in these tables
Target sequence (Q03431 whole entry, looked up): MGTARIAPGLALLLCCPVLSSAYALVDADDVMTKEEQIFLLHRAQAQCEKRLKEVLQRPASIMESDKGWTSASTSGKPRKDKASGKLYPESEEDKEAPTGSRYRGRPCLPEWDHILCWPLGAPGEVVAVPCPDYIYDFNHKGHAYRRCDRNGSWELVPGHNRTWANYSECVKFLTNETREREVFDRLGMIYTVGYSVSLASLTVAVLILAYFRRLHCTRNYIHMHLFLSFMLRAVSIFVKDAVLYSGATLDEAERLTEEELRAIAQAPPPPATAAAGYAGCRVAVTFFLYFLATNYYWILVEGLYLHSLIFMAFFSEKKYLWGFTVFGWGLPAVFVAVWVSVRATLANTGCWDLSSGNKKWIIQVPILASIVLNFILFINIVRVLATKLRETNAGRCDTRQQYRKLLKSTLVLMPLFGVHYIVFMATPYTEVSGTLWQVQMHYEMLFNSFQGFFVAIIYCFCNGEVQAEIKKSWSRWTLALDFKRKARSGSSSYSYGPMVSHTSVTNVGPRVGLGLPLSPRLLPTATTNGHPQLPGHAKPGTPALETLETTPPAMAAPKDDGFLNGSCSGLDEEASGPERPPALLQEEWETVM
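HEK-293-derived GP2 cells expressing PTHR1 and a GloSensor cAMP reporter, 3,000/well, plated overnight, given luciferin plus IBMX (each 0.5 mM as added) for 1 h at 37 °C, then compound for 1 h at 37 °C. Luminescence was read after 15 min at room temperature.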
An asterisk follows results filed as active; i = inactive; ? = inconclusive; . = not tested or not shown; [ ] = another dose, or the depositor's remark. Calls come from the whole dose curve; as a rule, active = well fitted curve in the direction sought with a large enough effect; inconclusive = small, poorly fitted or top-dose-only effect, or another doubt; inactive = no such curve, though single readings can be large; an effect the other way counts as inactive or inconclusive. Potency is the fitted concentration of half-maximal effect. Not all compounds are listed. The share of hits here may be higher or lower than overall.

item	compound	EPAC1 antagonist	aSyn yeast inh	EPAC1 ag	TDP-43 yeast inh
1	Cc1cc(C(=O)NCC(=O)OCC(=O)N(C2CCCCC2)C2CCCCC2)ccc1[N+](=O)[O-]	-18%	3%	-7%	8%
2	COCCCNC(=O)c1cccs1	11%	13%	-7%	3%
3	Cc1nc2cc(-c3cccs3)nn2c(NCC(C)(C)CN(C)C)c1C	-20%	0%	3%	4%
4	OC(c1ccccc1)c1nc(-c2cc3ccccc3o2)cs1 (stereo not drawn)	?	11%	-6%	14µM*
5	CC1CN(C(=O)CN(C)S(=O)(=O)c2ccc3ccccc3c2)CC(C)O1 (stereo not drawn)	2%	8%	8%	20%
6	CN1CCN(CC(C)(C)NS(=O)(=O)c2ccccc2)CC1	-8%	-6%	7%	9%
7	CCOc1ccc(NC(=O)c2ccccc2OC)cc1	1%	-9%	2%	23%
8	CC(C)(C)NC(=O)C1c2ccccc2OCC(=O)N1Cc1ccco1 (stereo not drawn)	-7%	-6%	5%	18%
9	COc1cc(-n2c(=O)c3ccccc3n(Cc3cccc(C)c3)c2=O)cc(OC)c1OC	-1%	0%	0%	9%
10	c1cc2cc(-c3c(-c4ccc5c(c4)OCO5)noc3-c3ccsc3)ccc2[nH]1	7%	-3%	0%	-1%

item	FUS yeast rescue	EPAC2 agonist	EPAC2 antag	PTHR1 agonist
1	.	-9%	-7%	-22%
2	-1%	-4%	0%	i
3	-9%	6%	10%	-16%
4	-16%	19%	-9%	i
5	-17%	9%	1%	i
6	-10%	6%	-6%	21%
7	5%	-3%	11%	i
8	-20%	11%	6%	18%
9	-13%	-1%	6%	-21%
10	9%	21%	3%	i

More compounds:
item	compound	EPAC1 antagonist	aSyn yeast inh	EPAC1 ag	TDP-43 yeast inh
11	C/C(=N\NC(=O)Cn1cnc2ccccc21)c1cccs1	-11%	0%	-1%	-12%
12	COC(=O)CCNC(=O)Cc1ccc(S(=O)(=O)N2CCCCC2)s1	?	-1%	0%	-13%
13	Cc1ccc(N2CCN(CC3CC=CCC3)CC2)cc1 (stereo not drawn)	6%	-6%	11%	-16%
14	CCn1c(SCc2ccccc2)nnc1-c1cccnc1	-3%	-4%	-1%	3%
15	CCOc1ccc(NC(=O)CN2CCN(CC(=O)Nc3ccccc3OC)CC2)cc1	-2%	-1%	-3%	0%
16	O=C(C(Cc1ccccc1)N1C(=O)c2ccccc2C1=O)N1CCc2ccccc21 (stereo not drawn)	?	-1%	5%	-9%
17	O=C(OCC(=O)c1ccc[nH]1)c1ccc(F)c(S(=O)(=O)N2CCOCC2)c1	-17%	-7%	-5%	12%
18	CC(C)(CNC(=O)c1ccc(NS(=O)(=O)c2ccc(F)c(F)c2)cc1)N1CCOCC1	2%	-4%	-1%	-16%
19	CN(Cc1cccc(F)c1)C(=O)CN1C(=O)NC2(CCc3ccccc32)C1=O (stereo not drawn)	-14%	-10%	-8%	6%
20	O=C1c2ccccc2[C@@H]2C[C@@H](O)[C@H](Nc3ccccc3)CCN12	-7%	?	-6%	1%

item	FUS yeast rescue	EPAC2 agonist	EPAC2 antag	PTHR1 agonist
11	-6%	4%	2%	i
12	37%	5%	4%	i
13	18%	8%	-3%	-1%
14	-7%	-1%	13%	i
15	-12%	-11%	2%	i
16	2%	8%	-15%	-59%[inhibitor][57.5 µM]
17	-9%	1%	-13%	-35%[inhibitor]
18	-4%	12%	16%	-16%
19	3%	10%	26%	-24%
20	-13%	11%	-1%	-27%

Full records as entered above:
COC(=O)CCNC(=O)Cc1ccc(S(=O)(=O)N2CCCCC2)s1 as listed: EPAC1 antagonist = ?; aSyn yeast inh = -1%; EPAC1 ag = 0%; TDP-43 yeast inh = -13%; FUS yeast rescue = 37%; EPAC2 agonist = 5%; EPAC2 antag = 4%; PTHR1 agonist = i
CN(Cc1cccc(F)c1)C(=O)CN1C(=O)NC2(CCc3ccccc32)C1=O (stereo not drawn) as listed: EPAC1 antagonist = -14%; aSyn yeast inh = -10%; EPAC1 ag = -8%; TDP-43 yeast inh = 6%; FUS yeast rescue = 3%; EPAC2 agonist = 10%; EPAC2 antag = 26%; PTHR1 agonist = -24%

The main list resumes, starting 7 compounds before the break.
item	compound	EPAC1 antagonist	aSyn yeast inh	EPAC1 ag	TDP-43 yeast inh
14	CCn1c(SCc2ccccc2)nnc1-c1cccnc1	-3%	-4%	-1%	3%
15	CCOc1ccc(NC(=O)CN2CCN(CC(=O)Nc3ccccc3OC)CC2)cc1	-2%	-1%	-3%	0%
16	O=C(C(Cc1ccccc1)N1C(=O)c2ccccc2C1=O)N1CCc2ccccc21 (stereo not drawn)	?	-1%	5%	-9%
17	O=C(OCC(=O)c1ccc[nH]1)c1ccc(F)c(S(=O)(=O)N2CCOCC2)c1	-17%	-7%	-5%	12%
18	CC(C)(CNC(=O)c1ccc(NS(=O)(=O)c2ccc(F)c(F)c2)cc1)N1CCOCC1	2%	-4%	-1%	-16%
19	CN(Cc1cccc(F)c1)C(=O)CN1C(=O)NC2(CCc3ccccc32)C1=O (stereo not drawn)	-14%	-10%	-8%	6%
20	O=C1c2ccccc2[C@@H]2C[C@@H](O)[C@H](Nc3ccccc3)CCN12	-7%	?	-6%	1%
21	O=C(C1CCCCC1)N1CCC2CC1c1cc(Cl)ccc12 (stereo not drawn)	9%	2%	-1%	10%
22	CC(=O)N1CCOc2ccc(S(=O)(=O)N3CCC(C(=O)Nc4ccc(C)cc4)CC3)cc21	6%	4%	-2%	10%
23	O=C(COC(=O)c1cccnc1Cl)Nc1cc(S(=O)(=O)N2CCCCC2)ccc1Cl	-24%	-8%	12%	-5%
24	CCC(=O)Nc1ccc2nc3c(=O)[nH]c(=S)[nH]c3nc2c1	-3%	-5%	-13%	3%
25	O=C(O)c1cccnc1Cl	12%	1%	-6%	16%
26	CCN1C(=O)/C(=C/C=C2/SCCN2C)SC1=S	-6%	1%	100µM*	1%
27	COc1ccc(C(=O)CCC(=O)NCCc2c[nH]c3ccccc23)cc1OC	?	3%	-2%	1%
28	CC(=O)CSc1ccc(S(=O)(=O)N2CCN(C)CC2)cn1	13%	0%	-2%	12%
29	CC(C)(C)NC(=O)NC(=O)CN1CCCCC1	0%	-5%	1%	-12%
30	COc1ccc(-c2onc3ccc(C(C)=O)cc23)cc1	?	1%	27%	19%

item	FUS yeast rescue	EPAC2 agonist	EPAC2 antag	PTHR1 agonist
14	-7%	-1%	13%	i
15	-12%	-11%	2%	i
16	2%	8%	-15%	-59%[inhibitor][57.5 µM]
17	-9%	1%	-13%	-35%[inhibitor]
18	-4%	12%	16%	-16%
19	3%	10%	26%	-24%
20	-13%	11%	-1%	-27%
21	-2%	-6%	14%	-9%
22	46%	4%	3%	-26%
23	33%	17%	-14%	i
24	20%	-7%	-1%	-11%
25	-12%	4%	1%	-2%
26	10%	35µM*	-4%	-9%
27	?	-1%	-10%	i
28	-10%	0%	5%	-21%
29	-5%	12%	-5%	-2%
30	-5%	50µM*	87%[activator]	i

Four compounds from above, arranged by the value under EPAC2 antag, descending:
| # | canonical_smiles | EPAC1 antagonist | FUS yeast rescue | EPAC2 agonist | EPAC2 antag | PTHR1 agonist |
| --- | --- | --- | --- | --- | --- | --- |
| 22 | CC(=O)N1CCOc2ccc(S(=O)(=O)N3CCC(C(=O)Nc4ccc(C)cc4)CC3)cc21 | 6% | 46% | 4% | 3% | -26% |
| 24 | CCC(=O)Nc1ccc2nc3c(=O)[nH]c(=S)[nH]c3nc2c1 | -3% | 20% | -7% | -1% | -11% |
| 29 | CC(C)(C)NC(=O)NC(=O)CN1CCCCC1 | 0% | -5% | 12% | -5% | -2% |
| 23 | O=C(COC(=O)c1cccnc1Cl)Nc1cc(S(=O)(=O)N2CCCCC2)ccc1Cl | -24% | 33% | 17% | -14% | i |

Carrying on.
item	compound	EPAC1 antagonist	aSyn yeast inh	EPAC1 ag	TDP-43 yeast inh
31	CC(C)Sc1nnc(NC(=O)c2ccc3c(c2)OCO3)s1	4%	-4%	-15%	-2%
32	COc1cc(CNC(=O)Nc2nc(C(N)CCc3ccccc3)cs2)cc(OC)c1OC (stereo not drawn)	-7%	-4%	7%	2%
33	COc1ccc(C2CC(c3ccc(Br)cc3)=NN2C(=O)CSC2=NCCS2)cc1 (stereo not drawn)	-6%	9%	-11%	?
34	CCOc1ccccc1Cn1c(=O)sc2ccccc21	-28%	1%	12%	1%
35	Cc1nn(C2CCS(=O)(=O)C2)c2nc(C3CC3)cc(C(=O)Nc3cccc(C#N)c3)c12 (stereo not drawn)	-1%	-2%	0%	-9%
36	CCNc1nc(NCC)n2c(SC(C(=O)Nc3cc(Cl)cc(Cl)c3)c3ccccc3)nnc2n1 (stereo not drawn)	-11%	-11%	1%	2%
37	O=C(CSCc1c(Cl)cccc1Cl)Nc1ccccc1-c1ccccc1	-5%	0%	6%	6%
38	COc1ccccc1-c1nnc(SCC(=O)Nc2ccc(Cl)cc2Cl)o1	11%	0%	5%	-10%
39	O=C(CCC(=O)N(c1cccc(F)c1)C(C(=O)NC1CCCC1)c1ccncc1)Nc1cccnc1 (stereo not drawn)	-24%	-1%	-8%	-7%
40	CCN(CC)S(=O)(=O)c1ccc(-c2csc(C)n2)s1	-1%	12%	8%	?
41	CCc1ccc(OCC(=O)N/N=C/c2cc([N+](=O)[O-])ccc2N2CCCCCC2)cc1	-23%	15%	2%	9%
42	COc1ccccc1/C=C/C(=O)Nc1ccc(S(=O)(=O)Nc2cc(C)on2)cc1	-18%	-5%	1%	2%
43	CC1CCCCN1C(=O)CSc1nc2ncccc2[nH]1 (stereo not drawn)	5%	3%	8%	24%

item	FUS yeast rescue	EPAC2 agonist	EPAC2 antag	PTHR1 agonist
31	2%	0%	6%	-38%[inhibitor]
32	?	12%	1%	10%
33	.	4%	0%	i
34	8%	14%	?	-65%[inhibitor]
35	22%	4%	1%	i
36	13%	-8%	4%	i
37	14%	7%	0%	-31%[inhibitor]
38	34%	1%	0%	-4%
39	10%	-6%	7%	i
40	5%	12%	-5%	i
41	3%	5%	9%	i
42	.	6%	-1%	-1%
43	-31%	0%	17%	-8%
